TRHR PAM: qHTS for Small Molecule Agonists and Allosteric Enhancers of Human TRH Receptor: Primary Screen for Enhancers. hit rate 0.66% among 360,000. enhancement, % at 2 µM. TRHR cells, fluo-8 calcium fluorescence, EC20 TRH enhancement; in the data active means enhancement above about 30%; further: 0% is about no effect
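TRHR-expressing cells loaded with fluo-8 calcium dye were read kinetically (ex 480/em 530) during compound addition, then stimulated with an EC20 of TRH (10 nM final). Enhancement of the Gq-mediated intracellular calcium response was scored.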
D2 antagonist: HTS Assay for Allosteric Antagonists of the Human D2 Dopamine Receptor: Primary Screen for Antagonists | AID 485344, 2010 | hit rate 2% among 340,000 | HEK293 TREx D2 cells, calcium flux, dopamine EC80 | inhibition, % at 10 µM; in the data active means inhibition above about 30%; further: 0% is about no effect
Target sequence (P14416 whole entry, looked up): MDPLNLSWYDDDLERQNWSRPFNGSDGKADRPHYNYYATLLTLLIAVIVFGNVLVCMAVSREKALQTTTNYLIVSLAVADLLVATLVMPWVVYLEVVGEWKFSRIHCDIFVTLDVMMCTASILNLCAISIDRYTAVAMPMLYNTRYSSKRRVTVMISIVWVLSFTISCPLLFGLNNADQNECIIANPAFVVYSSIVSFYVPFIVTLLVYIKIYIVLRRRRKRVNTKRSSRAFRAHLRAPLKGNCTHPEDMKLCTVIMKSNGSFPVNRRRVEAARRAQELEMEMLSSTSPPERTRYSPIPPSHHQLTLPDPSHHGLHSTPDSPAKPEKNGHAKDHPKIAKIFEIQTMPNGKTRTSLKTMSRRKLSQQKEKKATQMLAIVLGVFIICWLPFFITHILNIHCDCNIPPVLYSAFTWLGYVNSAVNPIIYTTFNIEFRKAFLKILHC
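Antagonism is scored as inhibition of an EC80 dopamine-evoked calcium signal in a force-coupled, tetracycline-inducible HEK293 T-REx D2 line, with compound present 180 s before agonist.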
RXFP1 antag: qHTS Assay for Antagonists of the Relaxin Receptor RXFP1; Relaxin receptor 1 (Homo sapiens), Q9HBX9; HEK293-RXFP1, relaxin-stimulated cAMP HTRF, 30 min; stronger effect = lower value; activity change, negative = inhibition, % at 57.5 µM; hit rate 0.59% among 350,000; AID 1259400, 2018;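 active means activity change of -60% or lower, but not beyond a set lower limit; inconclusive means change between -60% and -40%, or beyond the set limit; inactive means change above -40%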; further: on the % scale 0 is the no-effect control and ±100 the full control effect
D1 potentiator: Potentiators of Human D1 Dopamine Receptor: qHTS. HEK293 TREx D1 cells, calcium flux, dopamine EC20 potentiation. hit rate 0.036% among 360,000. potentiation, % at 10 µM; in the data active means potentiation above about 30%; further: 0% is about no effect
Target sequence (P21728 whole entry, looked up): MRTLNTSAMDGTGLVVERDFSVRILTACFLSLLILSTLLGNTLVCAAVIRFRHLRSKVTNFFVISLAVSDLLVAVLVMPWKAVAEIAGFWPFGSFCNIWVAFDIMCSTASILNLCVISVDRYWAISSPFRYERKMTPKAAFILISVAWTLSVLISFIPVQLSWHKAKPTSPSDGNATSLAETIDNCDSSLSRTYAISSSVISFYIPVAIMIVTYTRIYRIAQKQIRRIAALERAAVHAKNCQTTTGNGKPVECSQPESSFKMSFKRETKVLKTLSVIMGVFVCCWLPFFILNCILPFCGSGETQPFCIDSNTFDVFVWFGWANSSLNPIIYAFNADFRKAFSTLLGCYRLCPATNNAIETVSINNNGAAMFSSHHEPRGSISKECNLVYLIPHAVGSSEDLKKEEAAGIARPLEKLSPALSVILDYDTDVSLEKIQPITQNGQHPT
D2 ag: HTS Assay for Allosteric Agonists of the Human D2 Dopamine Receptor: Primary Screen for Agonists; D(2) dopamine receptor (Homo sapiens), P14416; HEK293 T-REx D2 cells, calcium flux agonist mode; activation, % at 2 µM; hit rate 0.53% among 340,000; AID 485358, 2010;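 active means activation over 3 SD above normal in the single-dose calcium agonist read, cut at about 30% in these data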; further: 0% is about no effect
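Agonism is scored from calcium flux in a force-coupled, inducible HEK293 cell line expressing D2, read kinetically for 180 s after compound addition against dopamine controls.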
D1 antag: Antagonist of Human D 1 Dopamine Receptor: qHTS | activity change, negative = inhibition, % at 10 µM | HEK293 TREx D1 cells, calcium flux, dopamine EC80; stronger effect = lower value | D(1A) dopamine receptor (Homo sapiens), P21728 | hit rate 3.2% among 360,000; in the data active means activity change below about -30%; further: on the % scale 0 is the no-effect control and ±100 the full control effect
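Inducible Hek293 Trex D1 cells (tetracycline, overnight, 30 C). Calcium dye 30–90 min RT. Antagonist mode: EC80 dopamine added after 180 s compound read.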
D1 agonist: Allosteric Agonists of the Human D1 Dopamine Receptor: qHTS | D(1A) dopamine receptor (Homo sapiens), P21728 | HEK293 T-REx D1 cells, calcium flux, agonist mode | activation, % at 2 µM | hit rate 1% among 360,000 | AID 504660, 2011; in the data active means activation above about 30%; further: 0% is about no effect
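Inducible HEK293 T-REx D1 cells, force-coupled to calcium signalling, were plated at 4000 cells/well with tetracycline and held overnight at 30 C. After no-wash calcium dye loading, compound-evoked calcium rise over 180 s flagged agonists.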
D2 potentiator: HTS Assay for Positive Allosteric Modulators of the Human D2 Dopamine Receptor: Primary Screen for Potentiators. AID 485347, 2010. D(2) dopamine receptor (Homo sapiens), P14416. potentiation, % at 10 µM. HEK293 T-REx D2, calcium flux, EC20 dopamine potentiation. hit rate 0.34% among 340,000;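 active means potentiation over 3 SD above the plate norm, cut at about 30% in these data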; further: 0% is about no effect
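Using a no-wash calcium dye in inducible, force-coupled HEK293 Trex cells expressing D2, we tracked fluorescence each second for 180 s after compound, then for 180 s after EC20 dopamine to detect augmented signalling.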
RXFP1 ag: qHTS Assay for Agonists of the Relaxin Receptor RXFP1 | Relaxin receptor 1 (Homo sapiens), Q9HBX9 | HEK293T-RXFP1 cAMP TR-FRET, 30 min; response scale: percent of porcine relaxin response, buffer zero | Potency, µM (top dose mostly 57.5 µM), for the others: top-dose activation, actives largely listed as activators | hit rate 0.3% among 370,000 | AID 2676, 2010; active means well fitted activation curve with a large enough effect; inconclusive means small, poorly fitted or top-dose-only effect; further: potency means the concentration at half of the fitted maximal effect; on the % scale 0 is the no-effect control and ±100 the full control effect; nearly all actives have a fitted effect of over 60% in size; many of its hits are not listed in these tables
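HEK293 cells stably expressing RXFP1, treated 30 min at 37C with compounds plus PDE4 inhibitor Ro 20174; cAMP measured by HTRF TR-FRET. Normalized to buffer and 29 nM porcine relaxin; EC50 by Hill fit.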
Starred values were filed as active, the others as inactive; ? = inconclusive; . = not tested or not shown.

SMILES	TRHR PAM	D2 antagonist	RXFP1 antag	D1 potentiator	D2 ag	D1 antag	D1 agonist	D2 potentiator	RXFP1 ag
Cc1c(Cl)cccc1NC(=O)CC1SC(=NCC2CCCO2)NC1=O (configuration not stated)	-1	25	1	0	0.4	-8	2	-5	0.4%
O=C(Nc1nsc(-c2ccccc2)n1)c1cccs1	-2	-4	-9	-1	-1.3	13	1	-1	0.0%
Cc1ccccc1NS(=O)(=O)c1ccc2c(c1)n(C)c(=O)n2C	-8	-14	5	-4	0.3	-16	3	-3	0.8%
O=C(N/N=C/C=C/c1ccc([N+](=O)[O-])cc1)C1COc2ccccc2O1 (configuration not stated)	-3	15	-10	-5	2.6	-15	3	21	-0.1%
N/C(=N\OC(=O)CCC1CCCC1)c1cccnc1	0	0	-5	-1	0.2	7	2	0	0.9%
O=C(CSc1nc(=O)n(CCCN2CCOCC2)c2c1CCCC2)Nc1ccc(F)c(F)c1	-4	3	7	0	0.3	-1	1	7	3.5%
CCOC(=O)c1c(NC(=O)Cc2cccs2)sc(C(=O)N2CCCCC2)c1C	0	-6	-8	0	0.1	-8	2	15	9.5%
CCn1cc([N+](=O)[O-])c(C(=O)N2N=C3/C(=C/c4cccs4)CCCC3C2c2cccs2)n1 (configuration not stated)	10	-6	4	5	-0.7	8	0	43*	-1.7%
COc1ccc(C)cc1S(=O)(=O)Nc1cccc(SC)c1	6	-11	-16	-1	0.1	26	1	12	1.5%
CCOC(=O)CC(NC(=O)CCc1c(C)nc2c(c(C)nn2-c2ccc(C)c(C)c2)c1C)c1ccc(C)cc1 (configuration not stated)	9	.	.	-6	0.7	4	6	0	-1.3%
Cc1csc(NC(=O)c2ccc3c(c2)OCO3)n1	2	-17	-6	-2	-2.4	-4	2	.	2.8%
COc1cc(C=O)ccc1OCC(=O)Nc1cccc(S(=O)(=O)N(C)c2ccccc2)c1	3	27	-7	-3	0.3	-3	2	12	4.3%
O=C(COC(=O)c1c2c(nc3ccccc13)CCCCC2)NCc1ccc2c(c1)OCO2	16	7	-15	-1	-1.3	20	6	14	2.1%
O=C(CCN1Cc2ccccc2C1)c1ccc2c(c1)OCCO2	-2	-15	-6	-4	1.3	-8	3	-4	1.4%
Cc1ccc(C2CC(=O)NC(SCC(=O)Nc3nccs3)=C2C#N)cc1 (configuration not stated)	0	-10	-9	-3	0.1	-20	4	11	2.2%
Cc1ccc(NC(=O)CCSc2nc(-c3ccco3)cc(C(F)(F)F)n2)cc1F	-1	.	-14	-7	1.3	1	14	-4	-0.7%
CCCOc1ccc(-c2c(C(=O)N/N=C/C3CCCCC3)nnn2-c2nonc2N)cc1	-1	-8	-5	0	2.0	-3	2	1	3.5%
CCOc1ccccc1NC(=O)Cn1c(=O)n(Cc2ccc(C(=O)NCCCOC)cc2)c(=O)c2ccccc21	13	.	.	-2	.	4	-2	20	2.2%
O=C(COC(=O)c1ccc(N2CCOCC2)c([N+](=O)[O-])c1)Nc1ccc2c(c1)OCO2	5	2	8	-7	0.4	0	9	-14	5.5%
O=C(Nc1ccccc1)N1CCCCC1c1cccnc1 (configuration not stated)	-1	1	1	6	0.6	0	0	2	0.9%
COc1cccc(-n2c(SC)nnc2-c2cnccn2)c1	-6	15	-26	-2	-1.3	-45*	1	4	3.0%
O=C(Nc1cccc(-c2cn3cccnc3n2)c1)c1ccc2c(c1)OCO2	3	2	11	-4	0.0	-10	2	-3	3.3%
NC(=S)N/N=C/c1coc2c(ccc3ccccc32)c1=O	3	-5	2	-4	-0.4	-3	0	-4	0.2%
COc1ccc(Cl)cc1NC(=S)N1CC(C)OC(C)C1 (configuration not stated)	33*	-5	-2	-6	-0.2	1	2	-5	-1.2%
CCc1cc2c(-c3ccccc3)cc(=O)oc2c2c1OCN(Cc1ccc(C)cc1)C2	-4	.	-39	-1	0.7	-4	11	-31	9.8%
CC(C)C[C@@H](CC#N)N1CCN(Cc2ccccc2)CCC1=O	-4	-1	.	1	-0.6	8	-1	-14	0.6%
CCN(c1ccc(OC)cc1)S(=O)(=O)c1cc(-c2cc(C)no2)ccc1C(C)C	10	-10	1	-5	-0.3	-7	10	3	0.4%
COc1ccc(O)c(C(=O)c2cc(C#N)c(=O)n(CCN3CCOCC3)c2)c1	-1	6	-18	-2	0.7	2	1	-6	1.0%
Cc1cccc(OCC(=O)NCC(=O)N/N=C/c2ccccc2)c1	20	1	-29	1	-0.1	-1	2	-3	1.1%
O=C1c2ccccc2N2C(=O)c3ccccc3[C@H]2N1c1ccccc1	-7	17	-2	-4	-1.1	-8	0	4	1.0%
CCN(CC)S(=O)(=O)c1cc(NC(=O)c2ccc(Br)s2)ccc1C	-23	-8	?	-3	-1.1	-33*	27	8	0.5%
Cc1cc(C)cc(NS(=O)(=O)c2cc(C(=O)NCc3ccccn3)ccc2Cl)c1	-1	1	-10	-1	-0.3	6	2	2	0.1%
COc1ccc(CN2CCC(CO)(Cc3ccccc3C(F)(F)F)CC2)c(F)c1	-4	43*	-6	-2	-1.3	5	12	-12	-0.4%
O=C(NC1CCN(S(=O)(=O)c2ccc(F)cc2)CC1)c1ccccc1	-4	5	-5	-7	0.6	-17	0	1	-0.1%
CC1(C(=O)NCc2ccc(Cl)c(Cl)c2)Oc2ccccc2NC1=O (configuration not stated)	-2	4	-8	-8	1.1	-3	10	3	-0.8%
CC(=O)N1c2ccc(S(=O)(=O)NCCC(=O)Nc3ccc(C)c(F)c3)cc2CC1C (configuration not stated)	-2	0	-5	-4	0.2	-29	1	-8	3.8%
O=C(NCc1ccco1)/C(=C/c1cccnc1)NC(=O)c1cccc(Br)c1	-9	-5	5	0	-1.1	3	1	-6	-2.8%
O=C(CSc1nc2c(oc3ccccc32)c(=O)[nH]1)Nc1cccc(Cl)c1	21	.	.	-4	1.3	-12	5	4	3.5%
O=C(CN1C(=O)NC2(CCCCCC2)C1=O)c1ccc(OC(F)F)cc1OC(F)F	12	1	-12	-3	0.0	-2	1	13	1.3%
O=c1ccc(Oc2nc(N3CCOCC3)nc(N3CCOCC3)n2)n[nH]1	15	.	2	3	.	1	0	.	0.0%

As entered above:
COc1cccc(-n2c(SC)nnc2-c2cnccn2)c1 in D1 agonist is entered as 1
NC(=S)N/N=C/c1coc2c(ccc3ccccc32)c1=O in D1 agonist is entered as 0

The list goes on:
SMILES	TRHR PAM	D2 antagonist	RXFP1 antag	D1 potentiator	D2 ag	D1 antag	D1 agonist	D2 potentiator	RXFP1 ag
CC(=O)Cn1nnc2sc3c(c2c1=O)CCC(C(C)(C)C)C3 (configuration not stated)	22	8	-2	10	0.3	2	0	7	4.2%
CCOC(=O)CSc1nc2sc3c(c2c(=O)n1CC)CCCC3	-4	.	.	-1	-1.5	21	3	1	-2.1%
Cc1ccccc1NC(=O)/C(=C/c1ccccc1)c1ccccc1	-13	-10	-6	-4	0.1	11	6	14	1.7%
N#Cc1cnn(-c2nc3sc4c(c3c(=O)[nH]2)CCCC4)c1N	10	0	5	2	0.0	3	0	-2	0.0%
CC1CCN(c2ccc3nnc(CCC(=O)Nc4cccc(F)c4)n3n2)CC1	5	-11	27	-2	0.3	8	1	14	2.3%
CCOc1cc([C@@H]2C[C@H]3CN(c4ccccc4)C(=O)[C@]34CCCN24)ccc1OC	5	-19	-12	3	0.1	-5	-1	15	0.1%
O=C(Cn1[nH]c(=O)c2ccccc2c1=O)NCc1cccnc1	1	4	1	0	0.3	-11	7	3	5.5%
COc1cccc(CN2C(=O)c3ccccc3Sc3ccc(C(=O)NCc4ccccc4)cc32)c1	-3	.	.	-1	0.8	10	3	4	0.3%
N/C(CSc1ncccc1C(F)(F)F)=N\O	3	3	9	-5	0.3	-3	1	-18	-0.4%
CCOc1cccc(C(=O)Nc2nnc(-c3cccs3)s2)c1	-3	4	0	-3	0.8	-7	1	-7	17%
COc1ccc2[nH]c(C)c(C(=O)CN(C)C)c2c1	4	-15	-10	-1	-0.5	-2	3	-1	0.3%
COc1cccc(/C=C/C(=O)OCC(=O)Nc2nnc(-c3ccccc3)o2)c1	-7	-17	2	-4	-0.1	-15	4	-5	2.9%
CC(C)[C@@H]1NC(=O)N(c2ccc(Oc3ccccc3)cc2)C1=O	5	-11	-10	3	-0.5	-19	1	-2	-0.1%
O=C(CCC(=O)N1CCOc2ccccc21)NCCCN1CCOCC1	-1	3	1	-10	-0.3	9	2	2	2.2%
Cc1ccc(-n2nc(CN3CCOCC3)c(-c3ccccc3)c2N)cc1Cl	1	.	14	4	.	2	1	.	2.8%
CN(C)c1ccc(C(=O)c2ccccc2C(=O)O)c(O)c1	7	-19	3	-1	-0.4	3	2	8	-0.5%
Cc1oc(/N=C/c2ccc(Cl)cc2Cl)c(C#N)c1C	-3	-10	-1	-8	-0.3	3	1	-10	2.1%
COC(=O)CN(c1ccc(C)cc1)S(=O)(=O)c1ccc(F)cc1	1	-4	11	-5	-0.5	1	0	7	0.7%
CCN1CCN(C(=O)c2ccc(Cl)c(S(=O)(=O)N3CCOCC3)c2)CC1	5	13	3	-4	-1.4	0	2	-5	1.4%
CCOc1ccccc1N1CCN(C(=O)COc2ccc3c(C)cc(=O)oc3c2)CC1	-8	21	-9	-1	-0.6	-3	0	-2	-0.6%
CCOc1ccccc1N(C(=O)Nc1cccc(Cl)c1)C1=NC(C)CS1 (configuration not stated)	0	-8	1	1	0.6	-3	0	-3	1.5%
CCOC(=O)c1c(C)[nH]c(C)c1S(=O)(=O)NCC1CCN(Cc2ccc(C)cc2)CC1	0	87*	-19	0	-0.4	3	0	-24	-4.7%

A draw from above in order of count of non-hydrogen atoms, smallest number first.
SMILES	TRHR PAM	D2 antagonist	RXFP1 antag	D1 potentiator	D2 ag	D1 antag	D1 agonist	D2 potentiator	RXFP1 ag
N#Cc1cnn(-c2nc3sc4c(c3c(=O)[nH]2)CCCC4)c1N	10	0	5	2	0.0	3	0	-2	0.0%
COC(=O)CN(c1ccc(C)cc1)S(=O)(=O)c1ccc(F)cc1	1	-4	11	-5	-0.5	1	0	7	0.7%
Cc1ccccc1NC(=O)/C(=C/c1ccccc1)c1ccccc1	-13	-10	-6	-4	0.1	11	6	14	1.7%
CCOc1cc([C@@H]2C[C@H]3CN(c4ccccc4)C(=O)[C@]34CCCN24)ccc1OC	5	-19	-12	3	0.1	-5	-1	15	0.1%

Bioassay records (PubChem)

This is a subset (hit frequency here may not be typical).
